ARFGAP1 inh: inhibitors of rat ARFGAP1; Q62848; Arfgap1-stimulated ARF1 GTP hydrolysis, GDP FP detection; inhibition, % at 16.5 µM; 360,000 tested, 0.26% active; AID 651572;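 active = inhibition above a per-plate limit, mean inhibition of low control wells plus 3 SD, cut at about 25% in these data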;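 also: 0% = DMSO wells with enzyme and 100% = wells lacking Arfgap1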
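Material: rat Arfgap1 catalytic domain, aa 1-136; also added: human ARF1(Δ1-17)-GTP substrate; compound dosing: one concentration, 16.5 µM, DMSO 1.26%; incubation: GTP hydrolysis reaction 2 h at 25 °C; measured by: Tracer-displacement fluorescence polarization with EDTA stop, 620/688 nm; evaluation: % inhibition from polarization; repeats: one replicate per compound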
ADAM17 inh: inhibits human ADAM17; P78536; recombinant ADAM17, EDANS/DABCYL FRET peptide cleavage; inhibition, % at 6.95 µM; 370,000 tested, 0.83% active; AID 720648;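 active = inhibition above the mean of compounds lying between control limits plus 3 SD, set per campaign, cut at about 8.5% in these data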;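 also: 0% = DMSO-only wells as the low control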
DDE Tn6 FP inh: DD(E)-Tn6 binding inhibition, primary FP screen | P02675 | Fibrin DD(E) TRITC-Tn6 fluorescence polarization displacement | inhibition, % at 8.3 µM | 370,000 tested, 0.21% active | AID 720509;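 active = inhibition above a per-campaign cutoff: mean of compounds within control limits plus 3 SD, cut at about 15% in these data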;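 also: 0% = median of all compound wells on the plate and 100% = blocking peptide control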
ASAP1 inh: blocks human ASAP1-stimulated Arf1 GTP hydrolysis; inhibition, % at 16.5 µM; 360,000 tested, 0.19% active; AID 624377; GDP FP detection; in the data active = inhibition above about 25%;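 also: 0% = vehicle with enzyme and substrate and 100% = no enzyme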
SIAE primary: inhibitors of human sialic acid acetylesterase SIAE; SIAE FP-Rh probe binding, fluorescence polarization; inhibition, % at 9.66 µM; 370,000 tested, 0.69% active;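 active = inhibition above a cutoff: mean of compounds within the control limits plus 3 SD of those, cut at about 17% in these data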;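 also: 0% = plate median of compound wells and 100% = probe without SIAE protein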
ADAM10 inh: inhibits human ADAM10 | recombinant ADAM10, EDANS/DABCYL FRET peptide cleavage, 3 h | inhibition, % at 7 µM | 370,000 tested, 0.62% active;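 active = inhibition above a per-campaign cutoff equal to the mean of compounds falling between control-based bounds plus 3 SD, cut at about 20% in these data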;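 also: 0% = DMSO wells while the 100% control is not disclosed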
Tn7 DDE FP: inhibitors of Tn7 peptide binding to human fibrin DD(E); P02675; FP displacement of FITC-Tn7 peptide from fibrin DD(E); 0% = median of compound wells per plate; inhibition, % at 8.3 µM; 370,000 tested, 0.13% active; AID 720508;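 active = inhibition above the mean of compounds falling within the control limits plus 3 SD of them, cut at about 14% in these data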;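 also: 0% = plate median of compound wells and 100% = 10 µM Aha-Tn7 peptide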
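Assay system: Fibrin-DD(E) protein isolated from polymerized human fibrin clots; read-out basis: percent inhibition; medium: Tris/NaCl/CaCl2 buffer, pH 7.8; signal: FP measurement; incubation: 10 min plus 3 h, room temperature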
PLCb3 inh: inhibitors of human phospholipase C beta3 | Q01970 | Purified PLC-beta3, fluorogenic substrate, fluorescence | inhibition, % at 12.2 µM | 370,000 tested, 0.18% active | AID 720704; in the data active = inhibition above about 11%;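 also: 0% = median of compound wells on plate and 100% = full blocker control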
TDP2 absorb: TDP2 (human) inhibition, absorbance primary screen; inhibition, % at 12.8 µM; O95551; recombinant TDP2, T5PNP hydrolysis, p-nitrophenol absorbance 415 nm; 370,000 tested, 0.34% active; AID 720702;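 active = inhibition above the mean of all tested compounds plus 3 SD, set per campaign, cut at about 25% in these data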;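 also: 0% = DMSO with enzyme and 100% = buffer with substrate but no TDP2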
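Test system: Human TDP2 enzyme | Reagent: 5 mM T5PNP | Compound dosing: 12.8 µM single point, 1% DMSO | Incubation: Enzyme reaction with compound for 2 h at 37 °C | Technique: p-Nitrophenol epi absorbance | Read-out: % inhibition relative to enzyme-containing and enzyme-free wells | Benchmarks: High control without enzyme, low control DMSO plus TDP2 | Replicates: Singlicate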
PLCg1 inh: PLC-gamma1 (human) inhibition, primary screen; 370,000 tested, 0.84% active; purified PLC-gamma1, fluorogenic substrate, fluorescence; P19174; inhibition, % at 12.2 µM; in the data active = inhibition above about 9.5%
Starred values were filed as active, the others as inactive.

1. Cc1cccc(C)c1OCC(=O)Nc1cc(Cl)ccc1-n1cncn1
2. CC(=O)Nc1ccc(NC(=O)CN(c2cccc([N+](=O)[O-])c2)S(C)(=O)=O)cc1
3. Cc1ccc(C(=O)Nc2ccccc2C(=O)N2CCN(c3ccccc3)CC2)cc1
4. CCOC(=O)c1c(NC(=O)CSc2nnc(C)s2)sc2c1CCC(CC)C2 (stereo not drawn)
5. CC(C)N(C(=S)NC1CC2CCC1C2)c1ccccc1 (stereo not drawn)
6. O=C(O)COc1ccccc1/C=N/NC(=O)Cc1ccccc1
7. O=C(c1ccccc1)N1CCN(c2ccc(N3CCOCC3)nn2)CC1
8. NC(N)=N/N=C/c1ccc(OCc2ccc(Cl)cc2)cc1

Screen / compound no.	1	2	3	4	5	6	7	8
ARFGAP1 inh	4	0	3	4	15	-3	-1	-4
ADAM17 inh	2	-1	-7	3	0	-6	-159	8
DDE Tn6 FP inh	-2	1	0	-15	-4	-3	-1	-10
ASAP1 inh	11	-5	-15	16	-13	-5	-2	19
SIAE primary	-1	-1	-2	-11	-3	1	0	-2
ADAM10 inh	-1	-8	-8	11	2	-10	-483	17
Tn7 DDE FP	-5	0	2	3	-5	-4	2	-6
PLCb3 inh	-9	2	-6	5	0	-10	-445	2
TDP2 absorb	-7	5	-6	2	-9	8	8	-13
PLCg1 inh	-4	0	0	2	3	2	-435	9

A second format for some results above.
| nr | molecule | ARFGAP1 inh | ADAM17 inh | DDE Tn6 FP inh | ASAP1 inh | SIAE primary | ADAM10 inh | Tn7 DDE FP | PLCb3 inh | TDP2 absorb | PLCg1 inh |
| --- | --- | --- | --- | --- | --- | --- | --- | --- | --- | --- | --- |
| 5 | CC(C)N(C(=S)NC1CC2CCC1C2)c1ccccc1 (stereo not drawn) | 15 | 0 | -4 | -13 | -3 | 2 | -5 | 0 | -9 | 3 |
| 6 | O=C(O)COc1ccccc1/C=N/NC(=O)Cc1ccccc1 | -3 | -6 | -3 | -5 | 1 | -10 | -4 | -10 | 8 | 2 |

Returning to the listing, starting 4 compounds before the break.
5. CC(C)N(C(=S)NC1CC2CCC1C2)c1ccccc1 (stereo not drawn)
6. O=C(O)COc1ccccc1/C=N/NC(=O)Cc1ccccc1
7. O=C(c1ccccc1)N1CCN(c2ccc(N3CCOCC3)nn2)CC1
8. NC(N)=N/N=C/c1ccc(OCc2ccc(Cl)cc2)cc1
9. COc1ccc(C2CC(c3cc(OC)ccc3OC)n3nnnc3N2)cc1 (stereo not drawn)
10. CC(NC(=O)C1CCN(C(=O)Nc2ccccc2)CC1)c1ccc(Cl)cc1 (stereo not drawn)
11. COc1cccc(/C=C/C(=O)OCC(=O)c2ccc(S(=O)(=O)N3CCCCC3)cc2)c1OC
12. Cc1cnn(C(=S)NCc2ccc(Cl)cc2)c1
13. O=C(O)CSCC(=O)Nc1ccc(Br)c(C(F)(F)F)c1
14. CCCC(=O)Nc1cccc(NC(=O)c2cccc([N+](=O)[O-])c2C)c1
15. C[C@H](CO)N1C[C@H](C)[C@@H](CN(C)C(=O)Nc2ccc(-c3cccs3)cc2)OCc2cn(nn2)CCCC1=O
16. Cc1cc(NC(=O)CSc2nnc(-c3cccs3)n2N)no1

Screen / compound no.	5	6	7	8	9	10	11	12	13	14	15	16
ARFGAP1 inh	15	-3	-1	-4	1	-1	5	-3	-11	-2	-6	10
ADAM17 inh	0	-6	-159	8	-4	-7	0	6	-1	3	-12	2
DDE Tn6 FP inh	-4	-3	-1	-10	-1	-5	2	-1	8	3	4	-4
ASAP1 inh	-13	-5	-2	19	-3	-2	9	5	-1	11	-6	4
SIAE primary	-3	1	0	-2	-5	2	-11	-6	4	2	6	4
ADAM10 inh	2	-10	-483	17	-1	-7	2	1	-2	-6	-38	0
Tn7 DDE FP	-5	-4	2	-6	-1	-3	-3	-2	7	-1	0	-6
PLCb3 inh	0	-10	-445	2	-3	-4	-6	9	-6	2	-77	3
TDP2 absorb	-9	8	8	-13	3	0	2	-20	1	-1	5	-2
PLCg1 inh	3	2	-435	9	-4	-1	-7	13*	-3	2	-53	9.9*

17. COc1ccc(C(=O)NCc2cccnc2)cc1S(=O)(=O)N1CCOCC1
18. Cc1cc2c(c(C)c1Br)C(c1ccc3c(c1)OCO3)CC(=O)O2 (stereo not drawn)
19. COc1ccc(C(=O)n2c(-c3ccco3)nc3ccccc32)cc1
20. Cc1ccc(S(=O)(=O)N(CCCc2c(C)nc(N)[nH]c2=O)Cc2ccc([N+](=O)[O-])cc2)cc1
21. Cc1ccc(Cl)cc1N1CCN(C(=O)CCS(=O)(=O)c2cccc3nonc23)CC1
22. O=C(COC(=O)c1ccc(Br)o1)Nc1ccc(N2CCOCC2)cc1
23. Cc1nc(/C(N)=N/OC(=O)c2ccccc2Cl)c(C(F)(F)F)o1
24. O=C(COC(=O)c1ccc[nH]c1=O)NCCc1ccc(Cl)cc1Cl

Screen / compound no.	17	18	19	20	21	22	23	24
ARFGAP1 inh	-8	-8	-5	-1	3	5	-3	11
ADAM17 inh	-5	0	-1	-2	-2	-1	-1	-5
DDE Tn6 FP inh	4	-7	5	2	-2	-4	-3	-1
ASAP1 inh	0	-6	-8	-13	11	7	-1	16
SIAE primary	-6	-5	-4	0	4	4	-3	-2
ADAM10 inh	-2	0	2	-5	4	0	-4	-3
Tn7 DDE FP	-1	8	6	6	3	-3	-6	2
PLCb3 inh	-10	-2	-10	-4	-2	-4	5	-8
TDP2 absorb	12	-9	-3	3	-2	-2	3	3
PLCg1 inh	-2	-2	-7	1	3	1	1	2
